Screening results as filed in PubChem BioAssay.
D2 agonist: activates the human D2 dopamine receptor; AID 485358; 0.53% of 340,000 active; P14416; activation, % at 2 µM; HEK293 T-REx D2 cells, calcium flux agonist mode;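 active = activation over 3 SD above normal in the single-dose calcium agonist read, cut at about 30% in these data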; also: 0% is about no effect
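Tetracycline-induced HEK293 T-REx cells with force-coupled D2 receptor, plated overnight at 30 C, loaded with no-wash calcium dye. After a 10 s baseline, compound was pin-added and calcium flux read kinetically for 180 s; calcium rises flagged agonists.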
12-LOX inh: ALOX12 (human) lipoxygenase inhibition. purified 12hLO, xylenol orange hydroperoxide absorbance. Potency, µM (titrated, usually from 108 µM), for the others: at the top dose activity change, negative = inhibition, most hits filed as inhibitors. 1.1% of 580,000 active. AID 1671190; also: potency is read from the fitted curve at half-maximal effect; % is scaled to controls: 0 for no effect and ±100 for the full control effect
Target sequence (P18054 whole entry, looked up): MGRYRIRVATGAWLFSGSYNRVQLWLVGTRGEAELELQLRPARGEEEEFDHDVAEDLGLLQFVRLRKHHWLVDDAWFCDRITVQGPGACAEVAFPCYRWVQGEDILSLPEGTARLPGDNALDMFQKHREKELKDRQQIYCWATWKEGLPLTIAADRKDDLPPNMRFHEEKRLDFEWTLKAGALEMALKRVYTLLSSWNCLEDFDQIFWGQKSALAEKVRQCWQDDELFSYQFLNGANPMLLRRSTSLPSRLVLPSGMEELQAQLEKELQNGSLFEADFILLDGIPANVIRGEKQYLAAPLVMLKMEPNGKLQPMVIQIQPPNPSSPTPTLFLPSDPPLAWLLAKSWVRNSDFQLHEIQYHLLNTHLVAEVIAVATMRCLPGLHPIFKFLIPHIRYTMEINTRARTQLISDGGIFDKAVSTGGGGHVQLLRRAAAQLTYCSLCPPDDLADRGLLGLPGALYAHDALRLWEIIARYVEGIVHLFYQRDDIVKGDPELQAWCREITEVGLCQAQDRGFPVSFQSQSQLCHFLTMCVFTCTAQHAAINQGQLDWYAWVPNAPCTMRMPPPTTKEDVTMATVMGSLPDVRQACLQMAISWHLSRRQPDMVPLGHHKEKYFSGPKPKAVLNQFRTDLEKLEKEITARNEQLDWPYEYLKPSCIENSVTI
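Purified human 12hLO (150 nM final) in 25 mM Hepes, 0.01% Triton X-100, pH 7.0 was preincubated 15 min at room temperature with compound. Then 40 uM arachidonic acid was added, 30 min. Hydroperoxide was read by Fe-XO absorbance ratio 573/405 nm.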
D2 antagonist: antagonizes the human D2 dopamine receptor | P14416 | HEK293 TREx D2 cells, calcium flux, dopamine EC80 | inhibition, % at 10 µM | 2% of 340,000 active | AID 485344; in the data active = inhibition above about 30%; also: 0% is about no effect
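HEK293 T-REx D2 cells, tet-induced, calcium dye no-wash. Cpd pintool add, 180 s kinetic, then EC80 DA, 180 s kinetic. Ca flux read.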
Vif-APOBEC3F blk: Vif-A3F binding inhibition | HeLa A3F-eYFP + Vif (tagged APOBEC3F with the HIV-1 protein that degrades it), YFP fluorescence increase | Potency, µM (doses to about 46.1 µM), for inactives: at the highest dose activity, negative = active | 0.2% of 390,000 active; also: potency is read from the fitted curve at half-maximal effect; % of control where 0% means no effect; nearly all actives have a fitted effect of over 65% in size
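HeLa cells stably expressing Vif plus C-terminally eYFP-tagged A3F were seeded, incubated overnight at 37 deg C, dosed with compound, incubated overnight again at 37 deg C. Yellow fluorescence (Ex 488/Em 500-530) reported blocked Vif-mediated A3F-eYFP degradation.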
LDHA block: blocks human lactate dehydrogenase A | activity change, % (values are at about 110 or 230 µM) | purified LDHA, NADH/diaphorase-resazurin fluorescence; hits give low values | 0.15% of 480,000 active | P00338; in the data active = activity change below about -30%; inconclusive = mostly about -25% to -30%;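 also: plate controls were DMSO wells for no effect and wells without enzyme for full effect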
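Enzyme activity of human lactate dehydrogenase 5 (2 nM; 0.06 mM NADH, 0.2 mM pyruvate, 5 min, RT) is measured via a resazurin/diaphorase fluorescence readout of residual NADH.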
ERG Ets-DNA blk: ERG Ets/DNA interaction inhibition | P11308 | fluorescence polarization, His-ERG Ets domain / labelled DNA | Potency, µM (titrated, usually from 76.9 µM), for the others: at the highest dose FP activity, negative = inhibition, actives largely listed as inhibitors | 0.028% of 370,000 active | AID 624246; active = well fitted inhibition curve with a large enough effect in the polarisation, with a control signal flat; inconclusive = small, poorly fitted or top-dose-only effect, or effect the other way, or a change in a side signal; inactive = no such curve, though single readings can be large or run the other way; the % refers to the polarisation;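 also: polarization taken with two DNA probes labelled with fluorescein and Texas red; potency is read from the fitted curve at half-maximal effect; % of control where 0% means no effect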
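His-tagged ERG Ets domain (1 uM in the protein solution; 300mM KCl, 50mM Tris-HCl, 1mM EDTA, 1mM DTT, pH 7.5) received compound, then a probe mix of 5 nM fluorescein-DNA and 100nM Texas-615-DNA. Fluorescence polarization was read for both dyes.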
RGS4 inhibitor: human RGS4 inhibition | Potency, µM (series often up to 114 µM), for inactives: top-dose activity change, negative = inhibition, actives largely listed as inhibitors | Transcreener GDP fluorescence polarization, RGS4-accelerated GTP hydrolysis | 0.039% of 390,000 active | AID 504845; also: potency is read from the fitted curve at half-maximal effect; % is scaled to controls: 0 for no effect and ±100 for the full control effect; nearly all actives have a fitted effect of over 75% in size; some results filed as inactive show a strong effect at the top dose
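MLSMR compounds (23 nl, pin-transferred) preincubated 10 min at room temperature with a 500nM (2x) first reagent, then RGS4 at 900nM (2x) plus Transcreener GDP mix added; fluorescence polarization (620/688 nm) read before and after 90 min at 30 °C.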
Vif-A3G inh: inhibitors of Vif-APOBEC3G interaction; Q9HC16; HeLa A3G-eYFP + Vif (tagged APOBEC3G with the HIV-1 protein that degrades it), YFP fluorescence, overnight; Potency, µM (doses to about 46.1 µM), inactives show at the top dose activity, negative = active, usual class: inhibitors; 0.076% of 410,000 active; AID 602310;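 also: potency is read from the fitted curve at half-maximal effect; % is scaled to controls: 0 for no effect and ±100 for the full control effect; nearly all actives have a fitted effect of over 60% in size; hits raise eYFP signal because A3G escapes Vif-driven loss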
Target sequence (Q9HC16 whole entry, looked up): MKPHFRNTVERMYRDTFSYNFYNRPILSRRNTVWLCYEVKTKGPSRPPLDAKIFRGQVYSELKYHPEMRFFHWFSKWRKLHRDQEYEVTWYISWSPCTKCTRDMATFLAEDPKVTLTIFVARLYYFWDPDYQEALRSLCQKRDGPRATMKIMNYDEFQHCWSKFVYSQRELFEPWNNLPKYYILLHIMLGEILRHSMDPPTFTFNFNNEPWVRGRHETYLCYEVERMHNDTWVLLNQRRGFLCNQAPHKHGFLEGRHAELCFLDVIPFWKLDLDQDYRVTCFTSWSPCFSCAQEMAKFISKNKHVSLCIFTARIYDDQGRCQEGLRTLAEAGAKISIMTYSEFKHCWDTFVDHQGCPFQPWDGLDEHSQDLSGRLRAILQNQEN
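HeLa cells stably expressing Vif and C-terminally eYFP-tagged A3G, seeded overnight at 37 deg C, then exposed to compound by pintool overnight at 37 deg C. Rise in yellow fluorescence (Ex 488/Em 500-530, Acumen) marks blocked Vif-driven A3G degradation.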
Glioma ERSR ind: ER stress response induction in glioma; 0.02% of 420,000 active; U87-MG GRP78 promoter luciferase reporter, 16 h; Potency, µM, inactives show top-dose activation, actives largely listed as activators; also: potency is read from the fitted curve at half-maximal effect; series mostly up to about 76 µM; % of control where 0% means no effect; nearly all actives have a fitted effect of over 35% in size
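ERSR induction read as luciferase luminescence (Bright-Glo, 10 min at room temperature) in stably transfected human U87-MG glioma cells exposed to compounds for 16 h, using GRP78 as sensor.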
The depositor's hits bear a star; & = joins results of further samples; [ ] = dose if it differs, or a comment. Unless noted, calls follow the shape of the dose curve; as a rule, active = well fitted curve in the direction sought with a large enough effect; inconclusive = small, poorly fitted or top-dose-only effect, or another doubt; inactive = no such curve, though single readings can be large; an effect the other way counts as inactive or inconclusive.

O=C(c1cnn(C(=O)COc2ccccc2F)c1)c1cc(F)ccc1O was read as D2 agonist -0.3, 12-LOX inh inconclusive, D2 antagonist -1, Vif-APOBEC3F blk 1%, LDHA block 1, ERG Ets-DNA blk 14%, RGS4 inhibitor 8%, Vif-A3G inh -10% and Glioma ERSR ind -6%.
Screening CC(C)(C)OC(=O)NCc1ccc(CNC(=O)c2[nH]cnc2C(=O)NCC(=O)OCc2ccccc2)cc1 returned D2 agonist 0.1, 12-LOX inh 13%, D2 antagonist -6, Vif-APOBEC3F blk 2%, LDHA block 3, ERG Ets-DNA blk -6%, RGS4 inhibitor -17%, Vif-A3G inh -12% and Glioma ERSR ind -4%.
Screening Cc1cc(NC(=O)C(C)(C)Oc2ccc(Cl)cc2)cc(-c2nc3ncccc3o2)c1O returned D2 agonist 1.5, 12-LOX inh -11%, Vif-APOBEC3F blk -3%, LDHA block -1, ERG Ets-DNA blk -1%, RGS4 inhibitor -10%, Vif-A3G inh 1% and Glioma ERSR ind -2%.
`Cc1cc(C)n(CC(O)COc2ccc(F)cc2)n1` (stereo not drawn) gave D2 agonist -0.4, 12-LOX inh 0%, D2 antagonist -24, Vif-APOBEC3F blk 0%, LDHA block -3, ERG Ets-DNA blk -12%, RGS4 inhibitor 0%, Vif-A3G inh 0% and Glioma ERSR ind -5%.
CC(C)Oc1ccc(NC(N)=O)cc1 was read as D2 agonist 0.3, 12-LOX inh 0%, D2 antagonist -11, Vif-APOBEC3F blk 0%, LDHA block 5, ERG Ets-DNA blk -1%, RGS4 inhibitor 16%[56.9 µM], Vif-A3G inh 2% and Glioma ERSR ind -6%.
Screening CCOc1ccc(NC(=O)CSc2nccn2Cc2ccco2)cc1 returned D2 agonist -1.2, 12-LOX inh inconclusive, D2 antagonist 8, Vif-APOBEC3F blk 3%&8%, LDHA block -6&0, ERG Ets-DNA blk -3%&0%, RGS4 inhibitor -1%&-25%, Vif-A3G inh 1%&2% and Glioma ERSR ind 0%&1%.
`Cc1ccccc1S(=O)(=O)Cc1ccc(C(=O)NC2CCC(C)CC2)o1` (stereo not drawn) gave D2 agonist -0.1&-0.1, 12-LOX inh 25%&0%, D2 antagonist 10, Vif-APOBEC3F blk -8%&1%, LDHA block -2&0, ERG Ets-DNA blk -8%&8%, RGS4 inhibitor -3%[56.9 µM], Vif-A3G inh -1%&-2% and Glioma ERSR ind 1%&0%.
Screening COc1ccc(C(CNC(=O)c2nn(-c3ccccc3)c(=O)c3ccccc23)N2CCOCC2)cc1 (stereo not drawn) returned D2 agonist 0.3, 12-LOX inh -4%, D2 antagonist 28, Vif-APOBEC3F blk -1%, LDHA block -2, ERG Ets-DNA blk 15%, RGS4 inhibitor 9%, Vif-A3G inh 1% and Glioma ERSR ind 1%.
For O=C(CSc1nc(-c2ccccc2Cl)ns1)NCc1ccco1 the results were D2 agonist 1.6, 12-LOX inh 0%, D2 antagonist -2, Vif-APOBEC3F blk 0%, LDHA block -1, ERG Ets-DNA blk -4%, RGS4 inhibitor -30%, Vif-A3G inh -8% and Glioma ERSR ind 2%.
CCCCN(C(=O)CSCC(=O)Nc1ccc(C)cc1)c1c(N)n(CCCC)c(=O)[nH]c1=O was read as D2 agonist 0.1, 12-LOX inh 4%, D2 antagonist -7, Vif-APOBEC3F blk 13%, LDHA block 0, ERG Ets-DNA blk 18%, RGS4 inhibitor -3%, Vif-A3G inh -1% and Glioma ERSR ind -2%.
Screening CCn1c(=O)cc(OCC(=O)N2CCN(c3ccc(C(C)=O)cc3)CC2)c2ccccc21 returned D2 agonist -0.1, 12-LOX inh -21%, Vif-APOBEC3F blk 3%, LDHA block 1, ERG Ets-DNA blk 8%, RGS4 inhibitor 4%, Vif-A3G inh 3% and Glioma ERSR ind -3%.
For COc1ccccc1C(=O)NC(=O)CSc1nncn1C the results were D2 agonist -0.3, 12-LOX inh -9%, D2 antagonist 8, Vif-APOBEC3F blk 4%, LDHA block -6, ERG Ets-DNA blk -7%, RGS4 inhibitor 20%, Vif-A3G inh 0% and Glioma ERSR ind -1%.
Cc1ccc(-c2nc(CS(=O)(=O)CC(=O)NC3CCCCC3C)c(C)o2)cc1 (stereo not drawn) was read as D2 agonist -0.2, 12-LOX inh -5%, D2 antagonist 4, Vif-APOBEC3F blk 5%, LDHA block -2, ERG Ets-DNA blk 5%, RGS4 inhibitor -1%, Vif-A3G inh -1% and Glioma ERSR ind -1%.
Cc1cc(C)cc(-n2c(SCC(=O)NCc3ccc4c(c3)OCO4)nc3ccccc3c2=O)c1 was read as D2 agonist -0.8, 12-LOX inh 10%, D2 antagonist -2, Vif-APOBEC3F blk 0%, LDHA block -1, ERG Ets-DNA blk 0%, RGS4 inhibitor -18%, Vif-A3G inh 0% and Glioma ERSR ind -5%.
Screening COc1cc(/C=C2\SC(=S)N(C(Cc3ccccc3)C(=O)O)C2=O)ccc1O (stereo not drawn) returned D2 agonist 12, 12-LOX inh 151%[activator], D2 antagonist 3, Vif-APOBEC3F blk inconclusive, LDHA block 3, ERG Ets-DNA blk 122%[activator], RGS4 inhibitor -37%, Vif-A3G inh -16% and Glioma ERSR ind -1%.
Screening CCn1c(SCC(=O)Nc2ccc3c(c2)OCO3)nnc1-c1cnccn1 returned D2 agonist -0.1, 12-LOX inh 3%, D2 antagonist -17, Vif-APOBEC3F blk -5%, LDHA block -2, ERG Ets-DNA blk 9%, RGS4 inhibitor 7%, Vif-A3G inh -1% and Glioma ERSR ind -1%.
`COc1ccc(OC)c(NC(=O)CSc2nncc3ccc(OC)c(OC)c23)c1` gave D2 agonist -1.8, 12-LOX inh inconclusive, D2 antagonist -7, Vif-APOBEC3F blk -7%, LDHA block 26, ERG Ets-DNA blk 0%, RGS4 inhibitor -47%, Vif-A3G inh -5% and Glioma ERSR ind -3%.
CCn1c(SCC(=O)Nc2ccccc2C)nc2nc3c(cc2c1=O)COC(C)(C)C3 was read as D2 agonist 0.3, 12-LOX inh inconclusive, D2 antagonist 14, Vif-APOBEC3F blk 2%, LDHA block -4&-5, ERG Ets-DNA blk 1%, RGS4 inhibitor 0%, Vif-A3G inh 4% and Glioma ERSR ind -4%.
C=CCNc1ncnc2c1ncn2C1OC(CO)C(O)C1O (stereo not drawn) was read as D2 agonist 0.6, 12-LOX inh 44%[activator], D2 antagonist 2, Vif-APOBEC3F blk 0%, LDHA block -15, ERG Ets-DNA blk -7%, RGS4 inhibitor 0%, Vif-A3G inh -5% and Glioma ERSR ind -3%.
For Cc1ccc(S(=O)(=O)NCCOc2nc(N(C)C)nc(N3CCOCC3)n2)cc1 the results were D2 agonist -2.5, 12-LOX inh -17%, D2 antagonist -8, Vif-APOBEC3F blk -2%, LDHA block 4, ERG Ets-DNA blk 7%, RGS4 inhibitor -32%, Vif-A3G inh 3% and Glioma ERSR ind -7%.

Reprinted from the part before: 2 entries, followed by the next part.
C=CCNc1ncnc2c1ncn2C1OC(CO)C(O)C1O (stereo not drawn) was read as D2 agonist 0.6, 12-LOX inh 44%[activator], D2 antagonist 2, Vif-APOBEC3F blk 0%, LDHA block -15, ERG Ets-DNA blk -7%, RGS4 inhibitor 0%, Vif-A3G inh -5% and Glioma ERSR ind -3%.
For Cc1ccc(S(=O)(=O)NCCOc2nc(N(C)C)nc(N3CCOCC3)n2)cc1 the results were D2 agonist -2.5, 12-LOX inh -17%, D2 antagonist -8, Vif-APOBEC3F blk -2%, LDHA block 4, ERG Ets-DNA blk 7%, RGS4 inhibitor -32%, Vif-A3G inh 3% and Glioma ERSR ind -7%.
CN(C(=O)c1cccc(NC(=O)Cc2ccc(NC(=O)C3CCCN(C(=O)C4CCC4)C3)cc2)c1)C1CCCC1 (stereo not drawn) was read as 12-LOX inh 7%, Vif-APOBEC3F blk 6%, LDHA block -5, ERG Ets-DNA blk -8%, RGS4 inhibitor -13%, Vif-A3G inh 11% and Glioma ERSR ind -2%.
For CCNCC(O)COCC(O)CNCC (stereo not drawn) the results were D2 agonist -2.2, 12-LOX inh -24%, D2 antagonist -3, Vif-APOBEC3F blk -12%, LDHA block -2, ERG Ets-DNA blk -1%, RGS4 inhibitor -3%, Vif-A3G inh -1% and Glioma ERSR ind -4%.
Screening CCCc1ccc(O)c(N=Cc2cc(Br)cc(OCC)c2O)c1 returned D2 agonist -0.3, 12-LOX inh inconclusive, D2 antagonist 1, Vif-APOBEC3F blk inconclusive, LDHA block 9, ERG Ets-DNA blk -1%, RGS4 inhibitor -22%, Vif-A3G inh -7% and Glioma ERSR ind 1%.
Screening O=C1C=C(c2cccc(Cl)c2)C[C@@H](c2ccc(F)cc2)C1 returned D2 agonist 1.0, D2 antagonist 4, Vif-APOBEC3F blk 0%, LDHA block 2, ERG Ets-DNA blk 6%, RGS4 inhibitor -5%, Vif-A3G inh -3% and Glioma ERSR ind -3%.
Screening COc1cc(-c2nnc(SCCOc3cc(C)cc(C)c3)o2)cc(OC)c1OC returned D2 agonist -0.8, 12-LOX inh -16%, Vif-APOBEC3F blk -3%, LDHA block 4, ERG Ets-DNA blk 2%, RGS4 inhibitor -19%, Vif-A3G inh -1% and Glioma ERSR ind -2%.

Only part of the results is shown; the hit share may differ from the screen's.
